From PubChem
NadD inh: inhibitors of Staphylococcus aureus NadD; purified NadD enzyme, colorimetric absorbance read-out; inhibition, % at 20 µM; actives 0.78% (n = 360,000); in the data active = inhibition above about 26%; note: some compounds past the cut are filed as inactive
SKN-1 inh: inhibitors of C. elegans SKN-1; C. elegans VP596 Pgst-4::GFP/RFP ratio, acrylamide-induced, 24 h; inhibition, % at 21.8 µM; actives 0.49% (n = 360,000); AID 624304;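 active = interference check ratio from 0.5 to 1.5 plus GFP to RFP signal ratio inhibition reaching or exceeding a fixed threshold, cut at about 30% in these data, passing the limit was not always enough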; note: some compounds called inactive have numbers as strong as hits
CSN deneddyl inh: inhibitors of human CSN-mediated cullin deneddylation; Q92905; Purified CSN, SCF-Nedd8-OG deneddylation, fluorescence polarization; inhibition, % at 12.5 µM; actives 0.38% (n = 360,000);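 active = pattern-corrected inhibition above about 35%, with an unprinted fluorescence ratio check between 0.5 and 1.5, limit read from the data, passing the limit was not always enough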;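 note: 0% = enzyme with substrate and 100% = substrate without enzyme; some results filed as inactive read as strong as hits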
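Test system: purified human Csn5 enzyme expressed in HEK293T cells. Amount: 0.24 nM enzyme. Reagent: SCFSkp2-Nedd8OG substrate at 10 nM final. Schedule: 90 min incubation of compound, enzyme and substrate at room temperature. Detection: fluorescence polarization. Read-out: % inhibition of substrate cleavage by Csn5.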
FAS-TE inh: inhibitors of human fatty acid synthase thioesterase domain; P49327; recombinant FAS-TE, OMFH fluorogenic substrate, fluorescence endpoint; inhibition, % at 15 µM; actives 0.67% (n = 360,000); AID 602261;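 active = compounds whose normalised, plate-corrected inhibition of enzyme fluorescence in the single-dose primary screen is 50% or more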;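 note: 0% = DMSO with enzyme and 100% = substrate without enzyme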
Rpn11 inh: blocks the human proteasome subunit Rpn11; O00487; human 26S proteasome, Ub4-pepOG fluorescence polarization; 20S core pre-blocked with epoxomicin; calls only at 20 µM; actives 0.59% (n = 360,000); AID 588493;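 active = inhibition at 20 µM, scaled to each plate's controls, above about 33%, limit read from the data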
MT1-MMP act inh: MT1-MMP (human) activation inhibition. GFP/RFP ratio change, % at 20 µM. AID 651647. P50281. HT1080 RFP-PRO-GFP cells, GFP/RFP ratio fluorescence, overnight; percent of plate control window, DMSO zero. actives 0.061% (n = 360,000);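 active = GFP/RFP ratio change of at least 30% with cell ATP level not reduced by more than half and red fluorescence within 50% of control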; note: strong numbers were not always called active
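Assay system – RFP-PRO-GFP reporter HT1080 cells · Compound dosing – single dose of 20 µM compound, 1% DMSO final · Incubation – overnight compound exposure at 37 °C · Measure – GFP/RFP fluorescence ratio · Benchmarks – DMSO wells and RFP-L50D-GFP cells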
MLLE-PAM2 inh: blocks PAM2 peptide binding to the PABP1 MLLE domain | AID 588489 | P11940 | inhibition, % at 20 µM | actives 0.36% (n = 360,000) | GST-MLLE / FITC-PAM2 fluorescence polarization; in the data active = inhibition above about 35%, passing the limit was not always enough;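 note: plate controls were DMSO wells with GST-MLLE for no effect and wells lacking GST-MLLE protein for full effect; some results filed as inactive read as strong as hits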
Rin1-Abl PPI inh: inhibitors of human Rin1-Abl protein interaction; inhibition, % at 7.35 µM; P00519+Q13671; TR-FRET Rin1/Abl binding, biochemical; actives 0.4% (n = 360,000); AID 588664; in the data active = inhibition above about 5%, passing the limit was not always enough
Neddylation inh: blocks human cullin neddylation | calls only at 25 µM | AID 651699 | TR-FRET cullin neddylation, biochemical | actives 0.58% (n = 360,000) | P61081+Q13564; in the data active = inhibition above about 36%
Target sequence (P61081 whole entry, looked up): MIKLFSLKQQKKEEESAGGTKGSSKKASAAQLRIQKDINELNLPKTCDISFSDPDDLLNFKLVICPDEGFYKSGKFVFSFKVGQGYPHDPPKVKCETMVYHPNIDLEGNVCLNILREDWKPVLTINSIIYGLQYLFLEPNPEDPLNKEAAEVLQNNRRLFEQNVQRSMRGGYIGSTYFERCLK
Target sequence (Q13564 whole entry, looked up): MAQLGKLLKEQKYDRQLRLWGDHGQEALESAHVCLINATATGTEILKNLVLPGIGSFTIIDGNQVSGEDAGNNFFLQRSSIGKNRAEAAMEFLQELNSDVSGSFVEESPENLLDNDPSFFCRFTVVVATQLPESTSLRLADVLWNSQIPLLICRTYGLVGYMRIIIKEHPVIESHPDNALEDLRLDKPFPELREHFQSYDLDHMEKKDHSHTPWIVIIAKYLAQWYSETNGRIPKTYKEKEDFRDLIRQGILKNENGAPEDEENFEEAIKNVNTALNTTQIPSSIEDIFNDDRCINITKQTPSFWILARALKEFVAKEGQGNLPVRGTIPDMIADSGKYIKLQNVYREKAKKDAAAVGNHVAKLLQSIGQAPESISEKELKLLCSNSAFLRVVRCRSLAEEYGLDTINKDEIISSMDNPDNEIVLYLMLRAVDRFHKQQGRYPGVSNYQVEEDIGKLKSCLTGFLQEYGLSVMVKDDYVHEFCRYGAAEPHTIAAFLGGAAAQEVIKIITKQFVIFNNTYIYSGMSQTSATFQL
* marks the source's active call; other numbers are inactive results; i = inactive; + = active, no number.

SMILES	NadD inh	SKN-1 inh	CSN deneddyl inh	FAS-TE inh	Rpn11 inh	MT1-MMP act inh	MLLE-PAM2 inh	Rin1-Abl PPI inh	Neddylation inh
CCn1ccnc1CN(C)Cc1nc(-c2ccc(C(=O)OC)cc2)no1	-8	-9	-1	-5	i	-7	13	2	i
CC(=O)c1ccc(NC(=O)CSc2nccn2CCc2ccccc2)cc1	0	-12	-11	5	i	3	-10	-2	i
O=C(N/N=C/c1cccc([N+](=O)[O-])c1)c1ccncc1	-1	3	3	-1	i	9	15	-1	i
CC(C)OC(=O)/C(=C\c1ccccc1)NC(=O)c1ccccc1	-4	-7	1	-7	i	5	14	2	i
CC1CCCN(c2nc3c(c(=O)[nH]c(=O)n3C)n2CCCc2ccccc2)C1 (centres undefined)	-1	5	4	4	i	-3	4	4	i
CCC(=O)Nc1cccc(NC(=O)CSc2nnnn2C)c1	2	-5	0	-9	i	3	0	-2	i
COc1cc(C)c(S(=O)(=O)N2CCCC2)cc1C	-2	14	-3	-3	i	3	6	0	i
CCOc1ccc(N(CC(=O)NC(C)C)C(=O)CCC(=O)Nc2ccccn2)cc1	-1	-14	-3	-5	i	-1	5	0	i
CC(=O)NN1C(=O)c2ccccc2NC1c1ccc([N+](=O)[O-])o1 (centres undefined)	0	-2	-3	-3	i	0	9	2	i
COc1ccc(OC(C)C(=O)NC(C)c2ccccc2)cc1 (centres undefined)	-2	15	-3	-5	i	-12	14	-1	i
CCOC(=O)C1C(=O)CC(C)(O)C(C(=O)OCC)C1c1ccc(OC)cc1 (centres undefined)	1	11	1	-5	i	-1	-5	0	i
CCOC(=O)N1CCN(Cc2nc3c(c(=O)n(C)c(=O)n3C)n2Cc2cccc3ccccc23)CC1	3	24	0	0	i	-1	8	-4	i
CCn1c(SCC(=O)NCCc2ccc(OC)c(OC)c2)nc2c1c(=O)n(C)c(=O)n2C	4	12	3	-8	i	-5	2	1	i
CC(=O)N1c2ccc(S(=O)(=O)N(C)CC(=O)Nc3ccccc3C)cc2CC1C (centres undefined)	-4	-20	3	-11	i	2	6	2	i
CCOC(=O)C1CCCN(C(=O)c2cc(C)oc2C)CC1 (centres undefined)	1	-5	6	-8	i	-2	-2	-1	i
CCc1ccc(N2CC(C)Cn3c2nc2c3c(=O)n(CCN3CCOCC3)c(=O)n2C)cc1 (centres undefined)	4	-10	0	-7	i	6	-6	-3	i
COC(=O)CN1C(=O)[C@H]2[C@@H](/C=C/c3ccccc3)N3C(=O)CN(Cc4ccccc4)C(=O)[C@@]3(C)[C@H]2C1=O	-3	13	-4	-12	i	2	-4	4	i
COc1cc(OC)c(C(=O)OC(C)C(=O)NCc2ccc3c(c2)OCO3)cc1OC (centres undefined)	-1	1	0	-4	i	5	-3	0	i
N=c1ccn(CC(=O)c2ccc(-c3ccccc3)cc2)cc1	-3	1	4	-4	i	-13	-7	2	i
COc1ccc(-c2cc(CC3(C(=O)O)CCN(C(=O)OC(C)(C)C)CC3)on2)c(OC)c1	2	7	-2	-2	i	-2	5	2	i
O=C(CCNS(=O)(=O)c1ccc(Cl)cc1)OCC(=O)N1CCN(C(=O)c2ccco2)CC1	-5	-4	0	-3	i	4	-7	0	i
Cc1ccc(-c2csc3ncn(CC(=O)N4CCOCC4)c(=O)c23)cc1C	4	6	-2	-5	i	-3	3	-2	i
CC(=O)C1=C(O)C2(C)c3c(O)c(C)c(O)c(C(C)=O)c3OC2CC1=O (centres undefined)	1	17	16	-8	+	-9	-67	2	i
COCCNC(=O)COc1ncnc2scc(-c3ccc(F)cc3)c12	-1	1	4	-5	i	1	-34	-1	i
Cc1ccc(N(C=NC#N)CC(=O)N2CCN(c3ccccc3)CC2)cc1	-3	-9	1	0	i	4	-2	-2	i
CC(C)c1ccc(C(O)Cc2nc3ccccc3n2C)cc1 (centres undefined)	-2	-3	-4	2	i	3	3	0	i
COc1ccc(CN(C)C(=S)Nc2ccc(OC(F)F)cc2)cc1	-6	-5	-2	8	i	-1	-119	0	i
Cc1cc2cc(C(c3nnnn3Cc3ccco3)N3CCc4ccccc4C3)c(=O)[nH]c2cc1C (centres undefined)	13	-3	7	26	i	-21	1	5	i
N#Cc1ccccc1COc1cccc2c1CCCC2O (centres undefined)	-4	-3	-4	1	i	3	16	3	i
COC(=O)[C@]1(C)N[C@H](CN(C)S(=O)(=O)c2ccc(OC(F)(F)F)cc2)[C@@H]2C(=O)N(Cc3ccccc3)C(=O)[C@@H]21	-3	22	-1	-4	i	-6	15	1	i
COc1ccc(CNC(=O)c2nnn(-c3cccc(C(F)(F)F)c3)c2N)cc1	-11	7	-6	14	i	2	-3	-1	i
Cc1ccccc1NC(=O)CCc1c(C)nn(-c2ccc(N3CCOCC3)nn2)c1C	5	17	2	-3	i	3	2	-1	i
O=C(CCN1CCN(c2ccc(F)cc2)CC1)Nc1ccccc1F	-4	-9	1	-3	i	2	-4	-3	i
Cc1cc(NC(=O)COc2coc(CN3CCN(c4ccccc4F)CC3)cc2=O)no1	1	3	-2	-6	i	2	-3	0	i
O=C(CCC(=O)c1ccc(-c2ccccc2)cc1)Nc1cccnc1	3	7	2	2	i	-1	0	-3	i
CCOc1ccccc1N1CCN(C(=O)c2ccc(Cl)c(S(=O)(=O)N3CCCCC3)c2)CC1	-3	8	-5	16	i	2	8	0	i
Cc1ccc(OCC(=O)NCC(=O)Nc2ccc(F)cc2)c([N+](=O)[O-])n1	0	2	-1	-6	i	2	-8	-2	i
CCN(CC)S(=O)(=O)c1ccc(/C=C/C(=O)OCC(=O)Nc2ccc(S(N)(=O)=O)cc2)cc1	-3	1	2	-4	i	4	2	-2	i
CCCC(CCC)C(=O)Nc1cccc(C(=O)O)c1	7	3	-1	-7	i	1	-2	1	i
COc1ccc(C2C3=C(CCCC3=O)Nc3nc(C(F)(F)F)nn32)cc1OC (centres undefined)	-1	-23	1	-3	i	-1	-4	-2	i
O=C1CSC(=S)N1Cc1ccccc1	-6	24	3	6	i	9	20	-4	i
Cc1ccccc1OCC(=O)Nc1ccc(C(N)=O)cc1	-1	-3	-7	-7	i	5	-5	0	i
CN1CCCC1CCNc1ccc2sc3ccccc3c(=O)c2c1 (centres undefined)	21	17	5	-13	i	-70	-13	-11	i
O=C(CCCN1C(=O)C(c2ccccc2)Oc2cccnc21)Nc1ccccc1Br (centres undefined)	-3	14	-2	15	i	1	8	-3	i
O=C1CN(C(=S)NC(=O)c2ccc(-c3ccccc3)cc2)CCN1	-2	5	5	-3	i	-4	-50	-2	i
CCCCC(c1nnnn1C(C)C)N1CCN(C(=O)c2ccco2)CC1 (centres undefined)	-6	16	2	-4	i	0	-3	0	i
CCN(CC)c1ccc(S(=O)(=O)N2CCOCC2)cc1NC(=O)CSc1n[nH]c(N)n1	1	-6	5	-8	i	6	6	0	i
O=C(Nc1c(C(=O)N2CCCCC2)cnn1-c1ccccc1)c1ccco1	0	2	0	-2	i	-2	16	4	i
O=C(c1cccn2c(=O)c3cc(Br)ccc3nc12)N1CCN(c2ccccn2)CC1	5	-5	2	13	i	2	11	-1	i
CCN(CC)C(=O)c1sc(NC(=O)c2ccc3c(c2)OCO3)c(C(N)=O)c1C	-4	7	2	2	i	-2	0	3	i
CN(CCc1ccccn1)c1ccccc1	-3	-6	-1	-9	i	1	0	3	i
Cc1cc2c(cn1)C(CCC#N)(CCC#N)c1ccccc1-2	-4	13	-1	-7	i	1	-18	3	i
CC1(C)C=C(c2ccc(C=O)s2)CC(C)(C)N1C=O	1	2	-11	-8	i	4	-2	1	i
CC(=O)Nc1cccc(-c2ccnc3c2CC(C)(C(=O)Nc2ccccc2)O3)c1 (centres undefined)	-3	0	-4	-3	i	0	1	-3	i
COc1cccc(CNC(=O)COC(=O)CNC(=O)c2ccc(-c3ccccc3)cc2)c1	-10	0	4	0	i	1	6	0	i
Cc1ccc(N(C)C(=O)N2CCN(S(=O)(=O)c3ccc(C)cc3)CC2)cc1	0	13	-1	6	i	1	8	1	i
NC1(C#Cc2ccc3oc(=O)c(-n4cc(C5(O)CCCCC5)nn4)cc3c2)CCCCC1	-7	-12	-3	-8	i	1	-12	3	i
COCCNC(=O)c1cccc(OC2CCN(Cc3ccc(Cl)c(F)c3)CC2)c1	-8	-4	-1	-1	i	1	2	1	i
Cc1ccc(S(=O)(=O)N(c2ccc(Br)cc2)C2C=CS(=O)(=O)C2)cc1 (centres undefined)	3	-1	5	3	i	0	-13	3	i

Structures above that contain fluorine:
SMILES	NadD inh	SKN-1 inh	CSN deneddyl inh	FAS-TE inh	Rpn11 inh	MT1-MMP act inh	MLLE-PAM2 inh	Rin1-Abl PPI inh	Neddylation inh
COCCNC(=O)COc1ncnc2scc(-c3ccc(F)cc3)c12	-1	1	4	-5	i	1	-34	-1	i
COc1ccc(CN(C)C(=S)Nc2ccc(OC(F)F)cc2)cc1	-6	-5	-2	8	i	-1	-119	0	i
COC(=O)[C@]1(C)N[C@H](CN(C)S(=O)(=O)c2ccc(OC(F)(F)F)cc2)[C@@H]2C(=O)N(Cc3ccccc3)C(=O)[C@@H]21	-3	22	-1	-4	i	-6	15	1	i
COc1ccc(CNC(=O)c2nnn(-c3cccc(C(F)(F)F)c3)c2N)cc1	-11	7	-6	14	i	2	-3	-1	i
O=C(CCN1CCN(c2ccc(F)cc2)CC1)Nc1ccccc1F	-4	-9	1	-3	i	2	-4	-3	i
Cc1cc(NC(=O)COc2coc(CN3CCN(c4ccccc4F)CC3)cc2=O)no1	1	3	-2	-6	i	2	-3	0	i
Cc1ccc(OCC(=O)NCC(=O)Nc2ccc(F)cc2)c([N+](=O)[O-])n1	0	2	-1	-6	i	2	-8	-2	i
COc1ccc(C2C3=C(CCCC3=O)Nc3nc(C(F)(F)F)nn32)cc1OC (centres undefined)	-1	-23	1	-3	i	-1	-4	-2	i
COCCNC(=O)c1cccc(OC2CCN(Cc3ccc(Cl)c(F)c3)CC2)c1	-8	-4	-1	-1	i	1	2	1	i
